Compound activity: PubChem BioAssay, The Scripps Research Institute Molecular Screening Center
CHO parental Ca: ATP-evoked calcium signal inhibitors, parental CHO, primary screen, counter-screen for OX1R antagonist project, cell-based, fluorescence, Fluo-8 calcium dye; parental CHO-K1, ATP-induced calcium, Fluo-8 fluorescence; inhibition, % at 5.6 µM; actives 0.63% (n = 330,000);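 active = inhibition above that plate's mean sample inhibition plus 3 SD, cut at about 26% in these data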;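 note: 0% = ATP-challenged DMSO wells and 100% = DMSO wells without ATP; some compounds past the cut are filed as inactive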
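Test system: untransfected parental CHO cell line; also added: ATP stimulus; dosing: 5.6 µM, single dose; signal: calcium-sensitive Fluo-8 fluorescence; measure: percent inhibition of ATP-evoked calcium rise, normalized to controls; benchmarks: low control ATP plus DMSO, high control DMSO only; replication: one well per compound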
CHO-K1 Ca ag: counter-screen for M1 agonists: effect in parental CHO-K1 cells. actives 0.48% (n = 360,000). activation, % at 3 µM. Fluo-8 calcium fluorescence; scaled to maximal ATP response, vehicle zero; in the data active = activation above about 15%;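 note: untransfected CHO-K1 host cells lacking M1 receptor as counterscreen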
M1 PAM parental: nonselective calcium activators in parental CHO-K1 cells, primary screen, counter-screen for M1 PAM project, cell-based, Fluo-8 calcium fluorescence, full deck, 1536-well. ATP EC20; 0% at ATP EC20, 100% at ATP max. activation, % at 3 µM. actives 0.02% (n = 360,000);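 active = activation above the run cutoff, the mean activation of all test compounds plus 3 SD, cut at about 40% in these data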;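 note: peak over basal fluorescence ratio in a 140 s read after ATP addition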
CHRM1 PAM: human M1 muscarinic receptor positive allosteric modulators, primary screen, CHO-K1 cells, Fluo-8 calcium fluorescence, 1536-well; CHO-K1 hM1, ACh EC20; 0% = ACh EC20, 100% = maximal ACh; activation, % at 3 µM; actives 0.088% (n = 360,000); AID 588819, 2011; in the data active = activation above about 19%, passing the limit was not always enough
Target sequence (P11229 whole entry, looked up): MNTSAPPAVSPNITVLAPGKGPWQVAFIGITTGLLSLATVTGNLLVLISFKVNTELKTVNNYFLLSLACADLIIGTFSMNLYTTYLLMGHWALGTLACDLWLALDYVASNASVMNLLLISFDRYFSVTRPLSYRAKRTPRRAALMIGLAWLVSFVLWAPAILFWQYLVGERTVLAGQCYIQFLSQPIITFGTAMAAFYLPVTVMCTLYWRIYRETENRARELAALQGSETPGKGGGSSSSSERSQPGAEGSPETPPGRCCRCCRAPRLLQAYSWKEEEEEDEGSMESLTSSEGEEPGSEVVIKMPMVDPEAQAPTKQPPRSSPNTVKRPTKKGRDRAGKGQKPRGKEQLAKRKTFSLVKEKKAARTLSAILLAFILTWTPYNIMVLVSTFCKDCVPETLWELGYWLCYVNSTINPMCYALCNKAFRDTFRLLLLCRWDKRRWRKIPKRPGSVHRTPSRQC
CHO-K1 Ca antag: M1 antagonist counterscreen hit in parental CHO-K1 cells | ATP-induced calcium, Fluo-8 fluorescence | inhibition, % at 3 µM | actives 0.6% (n = 360,000) | AID 602250;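 active = inhibition above a per-plate cutoff, the plate's mean sample inhibition plus 3 SD, cut at about 24% in these data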;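 note: 0% = DMSO plus EC80 ATP and 100% = DMSO alone without ATP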
TAAR1 antagonist: human TAAR1 antagonists, primary screen, Fluo-8 calcium fluorescence, CHO RD-HGA16 cells | antagonist | inhibition, % at 3 µM | Trace amine-associated receptor 1 (Homo sapiens), Q96RJ0 | actives 1.5% (n = 360,000);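 active = inhibition above a per-plate cutoff, the mean inhibition of test compounds on that plate plus 3 SD, cut at about 49% in these data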;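 note: 0% = DMSO plus EC80 beta-PEA response and 100% = DMSO alone without agonist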
Target sequence (Q96RJ0 whole entry, looked up): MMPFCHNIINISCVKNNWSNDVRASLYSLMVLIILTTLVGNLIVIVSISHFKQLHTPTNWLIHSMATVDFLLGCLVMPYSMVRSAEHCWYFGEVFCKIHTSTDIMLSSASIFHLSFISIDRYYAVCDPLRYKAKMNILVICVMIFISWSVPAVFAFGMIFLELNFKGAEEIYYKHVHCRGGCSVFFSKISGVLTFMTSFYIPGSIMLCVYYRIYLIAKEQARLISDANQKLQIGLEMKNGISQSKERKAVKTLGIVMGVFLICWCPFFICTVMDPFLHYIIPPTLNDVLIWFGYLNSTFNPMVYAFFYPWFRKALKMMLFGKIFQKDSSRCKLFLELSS
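Test system: RD-HGA16 CHO cells with stable hTAAR1 and Gα16 / Probe or stimulus: EC80 β-phenethylamine stimulus / Times: seeding 17-24 h prior, 75-min 37 °C, 30-min RT dye loading / Detection: Fluo-8 calcium-sensitive fluorescence / Read-out basis: % inhibition scaled between DMSO and EC80 PEA controls / Repeats: singlicate, one well per test compound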
CHRM1 antagonist: human M1 muscarinic receptor antagonists, primary screen, CHO-K1 cells, Fluo-8 calcium fluorescence, 1536-well; inhibition, % at 3 µM; CHO-K1 hM1, ACh EC80 antagonist; actives 1.3% (n = 360,000);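 active = percent inhibition above its own plate's cutoff, namely the mean of that plate's compound wells plus 3 SD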;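 note: peak over basal fluorescence ratio during 140 s after agonist addition; 0% = ACh EC80 plus DMSO and 100% = DMSO alone without agonist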
TAAR1 agonist: human TAAR1 agonists, primary screen, Fluo-8 calcium fluorescence, CHO RD-HGA16 cells; Trace amine-associated receptor 1 (Homo sapiens), Q96RJ0; vehicle wells 0%, saturating PEA agonist 100%; activation, % at 3 µM; actives 0.99% (n = 360,000); AID 624467, 2012;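 active = activation above the mean activation of all test compounds in the run plus 3 SD, cut at about 38% in these data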
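Test system: RD-HGA16 (CHO) cells co-expressing Gα16 and hTAAR1 | Doses: Single dose, 3 µM | Schedule: 17-24 h seeding, 75 min 37 °C dye, 30 min RT | Evaluation: % activation from peak over basal fluorescence ratio, DMSO-to-PEA scaled | Technique: Kinetic Fluo-8 calcium fluorescence | Benchmarks: Low control DMSO, high control PEA (EC100)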
M1 ag: human M1 muscarinic receptor agonists, primary screen, Fluo-8 calcium fluorescence, CHO-K1 cells, HTS; Muscarinic acetylcholine receptor M1 (Homo sapiens), P11229; CHO-K1 hM1, agonist mode; 0% DMSO, 100% acetylcholine EC100; activation, % at 3 µM; actives 0.33% (n = 360,000); AID 588814, 2011;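 active = activation above the run's mean compound activation plus 3 SD, cut at about 16% in these data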;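 note: peak over basal fluorescence ratio within a 140 s kinetic read after compound addition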
Starred values were filed as active, the others as inactive; . = no result given.

SMILES	CHO parental Ca	CHO-K1 Ca ag	M1 PAM parental	CHRM1 PAM	CHO-K1 Ca antag	TAAR1 antagonist	CHRM1 antagonist	TAAR1 agonist	M1 ag
O=C(CSc1ccccn1)Nc1nonc1[N+](=O)[O-]	-11.9	3.1	1.2	7.1	-4.4	-12.7	-3.5	4.1	-1.9
Cc1cc(O)c(C(C)C)cc1N=Cc1ccc(N(C)C)cc1	.	0.8	20.5	6.0	-14.1	-8.7	-13.1	0.0	-3.8
CCCCN1C(=O)CC(C(=O)OCC)=C1C	.	0.9	0.5	4.9	-14.2	-26.8	-8.1	1.3	-5.3
O=C(Nc1ccc(F)c(Cl)c1)c1cccnc1	-9.6	-0.1	-10.4	20.6	21.8	6.2	-19.1	0.2	7.6
Cc1nc2ccc(NC(=O)c3cccs3)cc2s1	-12.2	1.8	0.8	1.1	-4.8	-13.9	-4.9	4.1	-2.4
CCS(=O)(=O)N1CCCC(C(=O)NCCN2CCC(Cc3ccccc3)CC2)C1 (stereo not drawn)	-19.5	0.5	23.2	2.4	-6.6	-11.4	0.3	12.9	0.6
C=CCN=C(NC#N)SC	-5.4	0.4	-0.2	15.4	-6.2	4.1	-8.5	0.4	1.6
COc1ccc(-c2nnn(Cc3nn[nH]n3)n2)cc1OC	-0.8	0.7	5.3	6.8	-6.0	-1.6	-5.5	21.2	-3.1
O=C1NN=C(CSc2n[nH]c(=S)s2)CS1	-1.9	-0.5	8.9	8.0	-9.4	8.2	-1.9	7.8	-9.4
Cc1ccnc2nc(C(=O)Nc3nc4ccccc4s3)nn12	5.5	1.2	-9.0	11.4	-9.8	-29.3	-22.6	10.9	8.4
C/C(=C/Cc1c(O)cc2oc(C)cc(=O)c2c1O)COC1OC(CO)C(O)C(O)C1O (stereo not drawn)	-12.2	-0.4	10.6	12.4	-6.0	0.3	-10.1	1.1	1.2
S=c1[nH]nc(C2CCCCC2)n1/N=C/C(Cl)=C\c1ccccc1	-12.9	-0.2	-2.9	-2.3	-11.1	-13.3	-0.6	0.4	-3.5
Cc1cc(C)c(C)c(S(=O)(=O)N[C@@H](C)C(=O)OCC(N)=O)c1C	3.3	0.3	-0.5	17.0	-7.7	-17.5	-17.8	1.4	0.3
COc1ccccc1NC(=O)[C@H](COCc1ccccc1)NC(=O)OC(C)(C)C	-17.0	0.8	-3.2	-0.6	-2.8	15.7	4.4	-1.7	-3.3
Cc1cc(Br)ccc1OCC(=O)NNC(=O)C(=O)Nc1ccccc1	7.0	-0.8	-11.3	-0.2	3.4	-14.5	8.0	2.0	-3.5
CCN(CC)S(=O)(=O)c1ccc(OC)c(NC(=O)Cn2cnc3c2c(=O)n(C)c(=O)n3C)c1	-5.3	0.7	29.2	9.8	-20.9	-5.0	-6.2	8.9	-4.6
O=C(CSc1nc(O)cc(=O)[nH]1)C1CC1	4.4	0.0	15.0	12.3	-2.1	10.5	-20.7	0.7	2.3
CCOc1ccc(NC(=O)CN(C)C(=O)C2CC(=O)N(CCc3ccccc3)C2)cc1OCC (stereo not drawn)	-7.5	-0.2	-4.3	9.8	12.1	-16.8	0.4	4.0	-0.9
CCNC(=S)NNC(=O)C1CCN(Cc2ccccc2)CC1	-6.3	0.8	12.3	3.6	-12.2	2.2	-7.3	0.1	-8.1
O=C(NCCN1CCOCC1)c1cccs1	-2.9	-0.1	13.1	10.3	-13.4	-16.0	-17.3	2.3	-1.6
CC1CCCCN1S(=O)(=O)c1ccc(NC(=O)CSc2nnnn2C)cc1 (stereo not drawn)	-1.3	0.4	1.3	-0.5	2.3	0.2	-3.0	9.3	-6.0
Cc1onc(-c2ccccc2Cl)c1C(=O)NC1CCCCCC1	-18.6	3.4	8.4	3.7	-4.2	-3.8	-5.2	-0.8	-9.4
Cc1cc(=O)oc(C)c1C(=O)NCCN1CCOCC1	3.1	0.0	3.5	0.8	-7.2	-8.9	-1.6	12.8	-2.9
CCCCNC(=O)CC1S/C(=N/N=C/c2ccc(OC)cc2)NC1=O (stereo not drawn)	-11.5	0.1	14.8	7.6	-9.8	0.2	-0.4	-1.9	-0.6
Cc1nnc(SCC(=O)NCc2ccccc2)[nH]c1=O	0.5	0.3	22.5	13.0	-15.6	6.4	-13.0	10.3	-2.3

3 of the entries above in order of the CHRM1 antagonist value, falling:
SMILES | CHRM1 antagonist
CCS(=O)(=O)N1CCCC(C(=O)NCCN2CCC(Cc3ccccc3)CC2)C1 (stereo not drawn) | 0.3
Cc1nc2ccc(NC(=O)c3cccs3)cc2s1 | -4.9
C=CCN=C(NC#N)SC | -8.5

Further entries
SMILES	CHO parental Ca	CHO-K1 Ca ag	M1 PAM parental	CHRM1 PAM	CHO-K1 Ca antag	TAAR1 antagonist	CHRM1 antagonist	TAAR1 agonist	M1 ag
COc1cccc(N(CC(=O)O)S(=O)(=O)c2ccccc2)c1	15.3	0.2	11.6	6.9	-1.1	8.8	-0.1	9.4	-2.9
CN(C)CCNc1ncnc2c1ncn2[C@H]1CN(Cc2ccccc2)C[C@@H](CO)O1	.	0.5	7.7	6.7	-8.6	-9.3	-6.6	1.0	-3.3
O=C(CS(=O)CC(=O)N(CC(=O)NC1CCCC1)c1ccccc1F)Nc1ccc(F)cc1 (stereo not drawn)	-10.6	1.1	2.8	8.8	0.0	-27.6	-8.6	0.2	-0.3
Cc1ccc(-c2cc(C(=O)N3CCCC3)c3ccccc3n2)s1	-18.7	2.4	4.2	14.2	-2.9	6.4	-16.0	0.6	-0.9
CCN1CCN(C(=O)c2cc(-c3ccc(Cl)s3)nc3ccccc23)CC1	.	19.1*	-8.2	0.2	11.8	4.8	12.4	19.7	2.4
O=C(c1ccc(NC2=NC3CS(=O)(=O)CC3S2)cc1)N1CCN(c2ccc(F)cc2)CC1 (stereo not drawn)	0.8	0.4	9.2	3.0	14.8	-19.5	-10.8	5.1	-3.7
COCC(COCCCNC(=O)Nc1ccc(Br)cc1)OC (stereo not drawn)	4.8	0.2	8.5	3.2	3.9	10.4	2.9	1.7	-2.6
O=C(COC(=O)CCc1ccc(S(=O)(=O)N2CCOCC2)cc1)Nc1ncc(C(F)(F)F)cc1Cl	-10.2	1.2	-4.4	3.1	-0.1	-3.4	-6.0	9.1	-1.8
O=C(O)Cc1coc2cc3c(cc12)CCC3	3.5	0.9	6.4	5.3	-13.6	-10.8	-6.0	1.4	-2.4
O=[N+]([O-])c1ccccc1Oc1ccccc1Cl	-11.2	-0.1	16.5	11.4	-1.7	-17.8	-8.2	-1.8	-6.4
O=C(O)CN1C(=O)SC(Nc2ccc(C(=O)O)cc2)C1=O (stereo not drawn)	-3.6	1.1	24.7	6.3	-14.3	6.0	-8.7	1.7	-3.9
Cc1nn(-c2ccc(N3CCCCC3)nn2)c(C)c1CCC(=O)Nc1ccccc1F	-3.1	4.4	-10.8	-6.9	-17.7	26.4	2.8	5.0	-1.2
O=C(Nc1ccc2c(c1)CCCN2C(=O)c1cccs1)c1c(F)cccc1F	-12.8	5.0	10.8	10.1	-15.2	26.6	-16.3	-0.7	-2.8
O=C(C[C@@H]1C[C@@H]2c3cc(NS(=O)(=O)c4ccc(F)cc4)ccc3O[C@@H]2[C@H](CO)O1)NCc1ccc(Oc2ccccc2)cc1	.	3.4	14.6	-2.1	10.5	33.5	9.4	7.4	-3.9
CC(c1c(O)c2ccccc2[nH]c1=O)C1(C)CCC(O)C(C)(C)O1 (stereo not drawn)	-10.7	-0.5	-4.8	4.4	5.6	3.8	1.0	-0.8	-2.4
CCCCOc1ccc(-c2csc(N)n2)cc1[N+](=O)[O-]	-6.9	1.9	8.4	3.7	-9.9	-8.9	-7.9	1.3	-4.5
O=C(c1ccc(F)cc1F)C1CCN(c2ccc([N+](=O)[O-])cn2)CC1	-6.7	1.0	-5.3	-4.8	-2.1	21.9	0.6	1.9	-5.0
COc1ccc(CN(CC(=O)NCc2ccccc2)C(=O)CCC(=O)Nc2ccccn2)cc1	-18.5	3.2	18.7	6.0	-12.2	-10.9	-6.6	-3.0	-1.1
Cc1cccc2c(=O)c(C(=O)N3CCCCCC3)c[nH]c12	3.8	0.0	14.4	1.6	-13.5	0.4	-0.7	0.5	-2.2
COC(=O)Nc1ccc(S(=O)(=O)Nc2cccc3ccccc23)cc1	8.4	4.7	9.8	2.2	-7.6	9.3	-3.3	28.1	1.4
Cc1ccc(NC(=O)C2(C)CCN2C(=O)Cc2ccc(C(C)(C)C)cc2)cc1C (stereo not drawn)	.	4.2	12.7	-11.2	-8.5	-2.0	12.9	2.5	-0.4
COc1ccc(C2(C)NC(=O)N(CC(=O)N(c3ccccc3)C3CCS(=O)(=O)C3)C2=O)cc1 (stereo not drawn)	-0.1	0.8	22.0	10.5	-21.0	-2.7	-19.5	0.7	-0.7
Cc1ccc(C23CC4CC(CC(C(=O)OCC(=O)N(C)C)(C4)C2)C3)cc1	-8.3	5.7	10.8	5.5	-21.1	-27.8	-11.2	5.1	-2.4
CCOC(=O)c1ccc(-c2ccc3oc(-c4ccsc4)cc(=O)c3c2)cc1F	-10.3	0.9	16.3	-5.7	-10.9	-7.3	9.3	10.0	-6.0
Cc1ccc(CNC(=O)C2CCC(CNc3nc(=S)[nH]c4ccccc34)CC2)cc1 (stereo not drawn)	-13.5	0.6	3.6	1.7	-12.9	-40.0	-4.1	6.8	-4.6
COc1ccc(NC(=O)CN(c2ccc(OC)cc2)S(=O)(=O)c2ccc(OC)c(OC)c2)cc1	-9.1	2.0	12.8	-1.3	-9.7	50.8*	-4.8	18.0	-2.4
COC(=O)CSc1nc(C2CC2)cc(C(F)(F)F)c1C#N	-27.3	1.3	1.4	-0.8	0.9	-22.8	12.5	2.1	-0.6
Cn1cnc2c1c(=O)n(Cc1cccc(Cl)c1)c(=O)n2C	-10.5	0.7	10.7	7.8	-8.0	-5.5	-11.2	0.5	-0.9

An excerpt taken from the entries so far:
SMILES	CHO parental Ca	CHO-K1 Ca ag	M1 PAM parental	CHRM1 PAM	CHO-K1 Ca antag	TAAR1 antagonist	CHRM1 antagonist	TAAR1 agonist	M1 ag
COc1cccc(N(CC(=O)O)S(=O)(=O)c2ccccc2)c1	15.3	0.2	11.6	6.9	-1.1	8.8	-0.1	9.4	-2.9
CN(C)CCNc1ncnc2c1ncn2[C@H]1CN(Cc2ccccc2)C[C@@H](CO)O1	.	0.5	7.7	6.7	-8.6	-9.3	-6.6	1.0	-3.3
O=C(CS(=O)CC(=O)N(CC(=O)NC1CCCC1)c1ccccc1F)Nc1ccc(F)cc1 (stereo not drawn)	-10.6	1.1	2.8	8.8	0.0	-27.6	-8.6	0.2	-0.3
